Pf apPOL block – Pf-apPOL inhibitors, biochemical, fluorescence | inhibition, % at 10 µM | Plasmodium falciparum apicoplast DNA polymerase (apPOL) | 210,000 compounds, 0.25% hits | Recombinant Pf-apPOL, molecular beacon fluorescence, 1.5 h
mHTT-CaM PPI inh – mutant huntingtin-calmodulin interaction inhibitors – biochemical, AlphaScreen, primary screen; AlphaScreen His-mHTT/GST-CaM binding, luminescence; P42858; inhibition, % at 15 µM; 190,000 compounds, 3.6% hits;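 further: 0% = both proteins with DMSO and 100% = one protein alone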
Starred values were filed as active, the others as inactive; nt = not tested or not shown; & = joins results of further samples. No stated cut-off is given here; in the data, active means inhibition above about 50%; inactive means the rest.

SMILES	Pf apPOL block	mHTT-CaM PPI inh
O=S(=O)(c1cccs1)N1CCC(c2noc(-c3cccc(F)c3)n2)CC1	-5	-6
Cc1nc(C)c(Cc2cccc(F)c2)c(N2CCN(C(=O)C3CCCC3)CC2)n1	0	8
O=C(Nc1ccc(Cl)cc1F)C1CCc2nc(N3CCOCC3)ncc2C1 (stereo not drawn)	-4	3
O=c1oc(/C=C/c2cccc([N+](=O)[O-])c2)nc2ccccc12	2	22
Cc1cccc(CNC(=O)C2CCCN(c3cnc4nc(C)c(C)nc4c3)C2)c1 (stereo not drawn)	1	40
O=C(Nc1ccccc1Br)N1CCc2nc(-c3ccc(Cl)cc3)ncc2C1	-7	-5
CS(=O)(=O)Nc1ccc(Br)cn1	nt	-6
O=C1CC(c2nc(C3CC3)no2)CN1c1ccc2c(c1)OCCO2 (stereo not drawn)	-9	-9
CC(NC(=O)c1ccc(-c2ccsc2)nc1)c1ccc(F)cc1 (stereo not drawn)	-4	-2
Cc1ccc(N2CCN(C(=O)c3ccccc3C)C(C)C2=O)cc1F (stereo not drawn)	-4	-3
Cn1ncc(N2CCCC(C(=O)NCc3cnccn3)C2)cc1=O (stereo not drawn)	-1	1
COc1ccc(-c2noc(CCC(=O)NCc3cccnc3)n2)cc1	-10	-5
Cc1ccc2c(c1)N(Cc1nc(-c3ccc(F)c(Cl)c3)no1)C(=O)CO2	5	-53
O=C(c1ccc2c(c1)OCO2)N1CCn2c(nnc2-c2ccccc2)C1	2	9
Cc1cccc2c1NC(c1ccc([N+](=O)[O-])cc1)C1CC=CC21 (stereo not drawn)	3	17
CC(C)NC(=O)c1ccc(Cn2c(SCC#N)nc3cc4c(cc3c2=O)OCO4)cc1	-4	23
COc1cc(NS(=O)(=O)c2ccc(NC(C)=O)cc2)ncn1	-9	-5
O=C(Nc1ccc([N+](=O)[O-])cc1)/C(=C\c1ccc2c(c1)OCO2)NC(=O)c1ccccc1Cl	1	5
Cc1cccc(NC(=O)c2cnc(-c3ccccc3)nc2-c2ccncc2)c1C	-1	0
Cc1ccccc1NC=C1C(=O)OC(C)(C)OC1=O	42	1
CCNC(=O)N1CC(C(=O)NC2CC2)CCC1c1ccc(F)c(C)c1 (stereo not drawn)	-1	-3
CN(C)CCNC(=O)c1cnn2c3c(cnc12)CCCC3	-2	-3
CCc1ccc(S(=O)(=O)N2CCC(Cc3nc4cccnc4n3C)C2)cc1 (stereo not drawn)	-9	8
COc1ccc2cc3cc(C(=O)NCC4CCCO4)sc3nc2c1 (stereo not drawn)	-4	6
CC1(C)Nc2ccccc2C(=O)N1c1ccc(Br)cc1	0	-6
(further entries)
SMILES	Pf apPOL block	mHTT-CaM PPI inh
CCc1ccccc1NC(=O)NC1(c2nc(-c3cnccn3)no2)CCCCC1	4	-6
O=C1CCCC2=C1C(c1cccc(Cl)c1Cl)c1c(ccc3ncccc13)N2 (stereo not drawn)	-3	-2
Cc1ccc(S(=O)(=O)NCCCC(=O)O)cc1	-7	-3
O=C(NCCN1CCOCC1)C1CCC(=O)N1Cc1ccccc1Cl (stereo not drawn)	-12	-3
CN(C)CCN(C)Cc1ccsc1	-4	2
O=C(Cn1cnc2c(-c3ccc(Cl)cc3)csc2c1=O)Nc1cccc(F)c1	0	-3
CC1COc2c(F)c(F)cc3c(=O)c(C(=O)O)cn1c23 (stereo not drawn)	-11	1
CCCc1nc2cccnc2n1C1CCN(C(=O)Nc2ccccc2C(=O)OC)C1 (stereo not drawn)	0	6
O=C(NCCc1cccnc1)C1CCc2nc(N3CCCC3)ncc2C1 (stereo not drawn)	0	-5
CCOC(=O)CN1CC23C=CC(O2)C(C(=O)Nc2cccc(F)c2)C3C1=O (stereo not drawn)	-3	-4
O=c1c2ccccc2ncn1CCCOc1ccc(Cl)cc1Br	-4	-4
CC1=NN(c2nc3ccccc3s2)C(=O)C1	-7	94*
Cn1c(CNC(=O)OC(C)(C)C)nnc1SCc1ccc(Cl)cc1	-2&-3	nt
O=C(O)CCCN1C(=O)SC(=Cc2ccc(Cl)cc2)C1=O	-18	-2
Oc1c(C=Nc2cccc(Cl)c2)[nH]c2ccc(Br)c(Cl)c12	-14	11
COc1cc2c(cc1OC)C(C)N(C(=O)c1ccco1)CC2 (stereo not drawn)	-1	-1
c1cc2cn[nH]c2cc1NC1CCCCCC1	-6	16
O=C(NCC1COC2(CCCC2)O1)C1CCCCC1 (stereo not drawn)	-2	-5
Cc1ccc(C(=O)N2CCCC(COc3ccc(C(=O)N4CCOCC4)cc3)C2)cc1C (stereo not drawn)	1	-1
O=c1c2c(ncn2Cc2cccc(F)c2)n(-c2cccc(F)c2)c(=O)n1C1CC1	-2	-2
C=CCNC(=O)C1CC(=O)N(c2ccc(F)c(Cl)c2)C1 (stereo not drawn)	-1	-1
CCCCNC(=O)O[C@H]1C[C@@H]2CCN3C(=O)CCC[C@H]([C@H]1Cc1ccccc1)[C@H]23	-1	17
CCN1C(=O)C2CCCCN2c2ccc(C(=O)N3CCN(c4ccccc4)CC3)cc21 (stereo not drawn)	-2	44
N=C1NC(=O)/C(=C/c2ccc(O)c([N+](=O)[O-])c2)S1	-2	49
N#Cc1c(Cl)cccc1-n1ccnc1	-11&-10	nt

An excerpt from above in order of molar mass, high to low.
SMILES	Pf apPOL block	mHTT-CaM PPI inh
CCN1C(=O)C2CCCCN2c2ccc(C(=O)N3CCN(c4ccccc4)CC3)cc21 (stereo not drawn)	-2	44
O=C(Cn1cnc2c(-c3ccc(Cl)cc3)csc2c1=O)Nc1cccc(F)c1	0	-3
CCCc1nc2cccnc2n1C1CCN(C(=O)Nc2ccccc2C(=O)OC)C1 (stereo not drawn)	0	6
CCCCNC(=O)O[C@H]1C[C@@H]2CCN3C(=O)CCC[C@H]([C@H]1Cc1ccccc1)[C@H]23	-1	17
O=C1CCCC2=C1C(c1cccc(Cl)c1Cl)c1c(ccc3ncccc13)N2 (stereo not drawn)	-3	-2
O=c1c2c(ncn2Cc2cccc(F)c2)n(-c2cccc(F)c2)c(=O)n1C1CC1	-2	-2
CCc1ccccc1NC(=O)NC1(c2nc(-c3cnccn3)no2)CCCCC1	4	-6
Oc1c(C=Nc2cccc(Cl)c2)[nH]c2ccc(Br)c(Cl)c12	-14	11
CCOC(=O)CN1CC23C=CC(O2)C(C(=O)Nc2cccc(F)c2)C3C1=O (stereo not drawn)	-3	-4
Cn1c(CNC(=O)OC(C)(C)C)nnc1SCc1ccc(Cl)cc1	-2&-3	nt
O=C(NCCN1CCOCC1)C1CCC(=O)N1Cc1ccccc1Cl (stereo not drawn)	-12	-3
O=C(NCCc1cccnc1)C1CCc2nc(N3CCCC3)ncc2C1 (stereo not drawn)	0	-5
O=C(O)CCCN1C(=O)SC(=Cc2ccc(Cl)cc2)C1=O	-18	-2
COc1cc2c(cc1OC)C(C)N(C(=O)c1ccco1)CC2 (stereo not drawn)	-1	-1
C=CCNC(=O)C1CC(=O)N(c2ccc(F)c(Cl)c2)C1 (stereo not drawn)	-1	-1
O=C(NCC1COC2(CCCC2)O1)C1CCCCC1 (stereo not drawn)	-2	-5
N=C1NC(=O)/C(=C/c2ccc(O)c([N+](=O)[O-])c2)S1	-2	49
Cc1ccc(S(=O)(=O)NCCCC(=O)O)cc1	-7	-3
CC1=NN(c2nc3ccccc3s2)C(=O)C1	-7	94*
c1cc2cn[nH]c2cc1NC1CCCCCC1	-6	16
N#Cc1c(Cl)cccc1-n1ccnc1	-11&-10	nt
CN(C)CCN(C)Cc1ccsc1	-4	2

Further compounds follow:
SMILES	Pf apPOL block	mHTT-CaM PPI inh
COc1cc(C2NC(=O)C(C#N)=C(Nc3cccc(C)c3)S2)ccc1O (stereo not drawn)	-2&-2	nt
O=C1CC(NCc2ccc3c(c2)OCO3)C(=O)N1c1ccc(Cl)cc1 (stereo not drawn)	-1	0
Cc1cc(C)cc(C(=O)N2CCCC(C(=O)NCCc3cccs3)C2)c1 (stereo not drawn)	-1	-5
COc1ccc(OC)c(C2=NOC(C(=O)N3CCCCCC3)C2)c1 (stereo not drawn)	-1	-1
OCCNc1ncnc2ccc(Br)cc12	6	1
CC1(C)OC(=O)C(=CNc2ccccc2Cl)C(=O)O1	-1	-3
CN(Cc1cccn1C)C(=O)c1cccc(C#N)c1	7	9
CC1C(=O)CC(c2ccccc2)N(C)C1c1ccccc1 (stereo not drawn)	-5	-14
Cc1ccc(C(=O)N2CCc3nc[nH]c3C2)cc1F	0	-10
O=C1C(=Cc2cccc(Br)c2)Oc2c1ccc(O)c2CN1CCOCC1	-8	12
O=C(NCCO)C(=O)Nc1ccc2c(c1)OCO2	22	4
Cc1n[nH]c(C)c1S(=O)(=O)N1CCC(C(=O)Nc2ccc3c(c2)OCCO3)CC1	-10	-3
COc1cn(CC(=O)NCc2ccccc2Cl)c(CO)cc1=O	4	-8
N#CC1=C(SCc2ccccc2)NC(=O)CC1c1ccc2c(c1)OCO2 (stereo not drawn)	-5	1
Cc1noc(C)c1C1CCCN1C(=O)NCC(C)C (stereo not drawn)	-2	-8
Cn1nc(-c2cccs2)cc1C(=O)NCCn1nc(-c2ccco2)ccc1=O	-3	-2
O=C(NCc1ccc(F)cc1Cl)c1ccc2c(c1)NC(=O)C(N1CCOCC1)S2 (stereo not drawn)	-22	19
COc1ccc(Nc2ncc(C#N)c(N)n2)c(OC)c1	-6	nt
O=C(c1cccs1)N1CCN(S(=O)(=O)c2cc3c4c(c2)CCC(=O)N4CCC3)CC1	-4	-4
CC(=O)Cc1nsc(NC(=O)c2ccc(COc3ccccc3Cl)o2)n1	-6	-7
CC(C)(C)C(=O)Nc1ccc2c(c1)C(N1CCCCC1)=Nc1ccccc1O2	0	-6
O=C1C2=C(Nc3ccccc3SC2c2ccccc2)c2ccccc21 (stereo not drawn)	nt	73*
COc1ccc(C2c3c(oc4ccccc4c3=O)C(=O)N2CCN(C)C)cc1OC (stereo not drawn)	-7	7
Cc1cccc(NC(=O)N2CCC3(CC2)NC(=O)c2cc(Cl)ccc2N3C)c1	5	-8
O=C(C1CC1c1ccccc1)N1CCCCCC1 (stereo not drawn)	-4	-1
The list goes on:
SMILES	Pf apPOL block	mHTT-CaM PPI inh
COc1ccc(/C=C2/N=C(SC)SC2=O)cc1Br	-8	12
O=C(CCN1N=C(c2ccccc2)CCC1=O)NC1CC1	-17	-2
O=C(NC1CC1)c1cc2c(s1)CCN(C(=O)c1ccc(Cl)cc1)C2	-4	1
CCOc1ccc(C(=O)NCCSc2c[nH]c3ccccc23)cc1OCC	-8	5
Cn1c(/C(C#N)=C/c2cccc(O)c2)nc2ccccc21	-1	21
O=C(C1CCN(c2nc3cccnc3s2)CC1)N1CCN(c2cccc(Cl)c2)CC1	-2	-3
CC(=O)N1c2ccccc2C(N(C(=O)CN2C(=O)c3ccccc3C2=O)c2ccccc2)CC1C (stereo not drawn)	-10	9
CSCCC(NC(=O)c1cc(C)oc1C)C(=O)O (stereo not drawn)	-8	0
CCOc1ccc(C2OC(=O)Cc3cc(OCC)c(OCC)cc32)cc1 (stereo not drawn)	19	5
Cc1cc(C)c(C#N)c(SCCC(=O)NCCc2ccccc2)n1	-14	-14
CCOc1ccc(C(=O)Nc2cccc(-c3nc4ncccc4o3)c2C)cc1[N+](=O)[O-]	-6	-5
CS(=O)(=O)N1CCC(C(=O)Nc2sccc2C#N)CC1	-2	-17
O=C1CCC(=O)N1CNc1cc(C(F)(F)F)cc(C(F)(F)F)c1	-2	nt
Cc1ccc(SCc2ccc(C(F)(F)F)cc2)cc1	-6	nt
c1cc(-c2noc(-c3cccc4[nH]ccc34)n2)cc(-c2ccn[nH]2)c1	4	62*
CCOc1ccc(CNC(=O)c2cncc(OC)c2)cc1	-6	-12
Cc1ccccc1C1CCCN1C(=O)Nc1ccc2c(c1)OCCO2 (stereo not drawn)	-2	3
CCSc1ccc(C(=O)Nc2cc([N+](=O)[O-])ccc2OC)cc1	-9	-4
O=C(O)CCCCCn1c(SCc2nc3ccccc3[nH]2)nc2ccsc2c1=O	-7	10
O=C1N=C(N2CCOCC2)S/C1=C/c1ccc(F)cc1	2	1
O=C(NCc1ccccc1F)C1CCN(c2cccc(C(F)(F)F)c2)C1=O (stereo not drawn)	-4	-1
